# N-glyco inh – blocks N-linked glycosylation in D54 reporter cells; D54 ERlucT glycosylation luciferase reporter, 24 h; percent of 100 nM tunicamycin response; reporter increase, % at 12.5 µM; 360,000 compounds, 0.23% hits; AID 588692;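 active = mean luciferase reporter signal, scaled so untreated is 0 and the glycosylation-blocking control 100, at or above a set limit in every replicate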;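 also: luciferase carries N-glycosylation sites so blocking glycosylation raises the light; 0% = median of neutral control wells and 100% = median of 100 nM tunicamycin wells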
# Cardio protect – myocardial damage modulation in H9c2 cells | 360,000 compounds, 0.63% hits | protection from H2O2 cell death, % at 20 µM | H9c2 cardiomyocytes, H2O2 injury protection, ATPLite, 2 h | AID 588492;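 active = compounds giving at least 50% protection of heart cells from peroxide-induced death in the single-dose screen, raw or plate-pattern-corrected value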;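 also: 0% = DMSO wells with peroxide and 100% = DMSO wells without peroxide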
# MC4R barr agon – activates human MC4R beta-arrestin recruitment | 360,000 compounds, 0.98% hits | U2OS MC4R beta-arrestin complementation, luminescence; percent of melanotan II response, DMSO zero | AID 540308 | activation, % at 8.9 µM | P32245;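 active = activation above a per-plate cutoff, the mean activation of sample wells on that plate plus 3 SD, cut at about 8% in these data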
# Target sequence (P32245 whole entry, looked up): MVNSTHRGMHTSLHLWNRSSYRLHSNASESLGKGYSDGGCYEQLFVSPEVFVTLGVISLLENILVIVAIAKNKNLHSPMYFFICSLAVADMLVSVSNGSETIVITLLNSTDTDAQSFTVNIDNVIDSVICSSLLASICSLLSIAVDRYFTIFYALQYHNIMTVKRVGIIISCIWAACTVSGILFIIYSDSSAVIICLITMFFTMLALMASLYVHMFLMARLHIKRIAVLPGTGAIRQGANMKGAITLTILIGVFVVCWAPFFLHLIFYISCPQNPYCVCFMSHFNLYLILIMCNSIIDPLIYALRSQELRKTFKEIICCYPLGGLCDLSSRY
# NOD2-RIPK2 inh – blocks binding of human NOD2 to RIPK2; O43353; CHO BLA complementation NOD2-RIPK2, CCF4 ratio; 360,000 compounds, 0.38% hits; inhibition, % at 4.98 µM; in the data active = inhibition above about 21%;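 also: 0% = vehicle only and 100% = reference blocker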
# Target sequence (O43353 whole entry, looked up): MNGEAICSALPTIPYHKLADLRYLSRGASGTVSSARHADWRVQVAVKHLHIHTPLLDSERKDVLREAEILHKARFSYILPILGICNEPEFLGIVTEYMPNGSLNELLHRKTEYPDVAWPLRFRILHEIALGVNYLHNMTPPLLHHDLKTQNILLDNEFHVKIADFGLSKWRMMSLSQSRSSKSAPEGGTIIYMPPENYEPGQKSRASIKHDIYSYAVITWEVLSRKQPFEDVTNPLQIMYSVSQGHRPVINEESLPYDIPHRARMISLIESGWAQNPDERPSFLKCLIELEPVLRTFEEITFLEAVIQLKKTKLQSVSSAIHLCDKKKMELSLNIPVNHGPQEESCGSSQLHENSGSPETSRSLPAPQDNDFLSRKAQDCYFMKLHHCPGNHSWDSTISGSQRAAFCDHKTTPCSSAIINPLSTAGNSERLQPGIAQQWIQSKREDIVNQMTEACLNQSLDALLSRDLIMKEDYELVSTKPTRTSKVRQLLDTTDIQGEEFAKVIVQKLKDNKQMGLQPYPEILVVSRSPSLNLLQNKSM
# ABCB6 inh MLPCN – inhibitors of human ABC transporter ABCB6; AID 602162; K562-ABCB6 porphyrin accumulation, flow cytometry, 1 h; active compounds read low; Q9NP58; 360,000 compounds, 0.19% hits; fluorescence ratio to DMSO, % at 10 µM;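 active = fluorescence ratio to DMSO below 75%, the collection mean minus 3 SD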;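 also: signal is porphyrin accumulated inside mitochondria; 100% equals median channel fluorescence of DMSO control wells; lower ratio means ABCB6 inhibition with less porphyrin fluorescence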
# ABHD5-PLIN5 inh – ABHD5-PLIN5 protein interaction inhibition; 360,000 compounds, 0.78% hits; Split G. princeps luciferase complementation, luminescence, 4 h; AID 602281; inhibition, % at 4 µM;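 active = inhibition above the mean inhibition across every tested compound plus 3 SD, cut at about 22% in these data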;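 also: 0% = DMSO only wells and the 100% control is not disclosed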
# SRC2 inh – inhibits human steroid receptor coactivator 2 | Q15596 | HEK293 GAL4-SRC2 luciferase reporter, luminescence | inhibition, % at 9 µM | 370,000 compounds, 0.17% hits;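 active = inhibition above the mean inhibition of all tested compounds plus 3 SD, set per campaign, cut at about 52% in these data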;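 also: 0% = DMSO treated cells and 100% = cells given Gossypol at 36 µM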
# TLR9-MyD88 inh – TLR9-MyD88 interaction inhibition; Q9NR96+Q99836; 340,000 compounds, 0.21% hits; CHO BLA complementation TLR9-MyD88, CCF4 FRET ratio; AID 504734; inhibition, % at 4.98 µM;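 active = inhibition above the mean over all tested compounds plus 3 SD, cut at about 21% in these data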;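 also: 0% = DMSO only wells and 100% = clavulanate BLA inhibitor control wells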
# HTR2A ag – activates the mouse 5-HT2A serotonin receptor | P35363 | CHO-K1 mHTR2A beta-arrestin complementation, luminescence; percent of 30 µM serotonin response | activation, % at 7.6 µM | 360,000 compounds, 0.66% hits | AID 624169;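 active = activation above a run cutoff, the mean activation of all tested compounds plus 3 SD, cut at about 14% in these data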;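 also: 0% = plate median of compound wells and 100% = 30 µM serotonin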
# MC4R antagonist – antagonists of human melanocortin 4 receptor (MC4R); P32245; MC4R-expressing cells, MTII-stimulated cAMP, LANCE TR-FRET; inhibition, % at 6.5 µM; 360,000 compounds, 0.48% hits; AID 540295;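 active = inhibition above its plate's cutoff, the mean of tested wells on that plate plus 3 SD, cut at about 29% in these data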;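 also: 0% = Melanotan II alone and 100% = Melanotan II plus saturating MCL0020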
#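 material = U2OS cells stably expressing human melanocortin 4 receptor (MC4R) | also added = Melanotan II challenge | dosing = single nominal compound dose of 6.5 µM | detection = TR-FRET with Eu-cAMP and labeled anti-cAMP, 671 nm | replication = singlicate | timing = compound 30 min, challenge 1 h, detection 1 h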
# * = called active by the depositor; . = no result given.
SMILES,N-glyco inh,Cardio protect,MC4R barr agon,NOD2-RIPK2 inh,ABCB6 inh MLPCN,ABHD5-PLIN5 inh,SRC2 inh,TLR9-MyD88 inh,HTR2A ag,MC4R antagonist
COc1ccc(-c2c(C)[nH]n3c(=O)c(Cc4ccccc4)c(C)nc23)cc1OC,-1.2,-7.9,-2.9,-2.5,101.0,1.2,-26.5,1.8,-4.7,30.7*
COc1ccccc1/C=C/C(=O)NCC(=O)n1nc(C)cc1C,1.0,-0.8,0.4,-4.2,102.0,5.6,-26.1,3.1,18.7*,0.5
COc1ccc(N(CC(=O)N2CCN(Cc3ccccc3)CC2)S(C)(=O)=O)cc1Cl,0.0,-2.6,0.6,-13.9,95.0,0.5,19.4,-7.5,-7.7,-0.3
CCCCCOc1ccc(C2C(C(C)=O)=C(C)Nc3ncnn32)cc1OC (stereo not given),0.1,2.6,0.0,-2.0,98.0,-5.1,-6.0,-6.1,3.2,-0.7
O=C(COC(=O)c1cccc(O)c1)Nc1ccc(S(=O)(=O)N2CCOCC2)cc1,0.7,-6.8,-1.1,3.7,97.0,1.7,19.1,4.5,8.0,4.8
CCCCN(C(=O)c1ccc2c(c1)OCO2)c1ccccc1,-1.1,-7.7,-1.3,-7.0,102.0,0.3,14.0,3.1,8.1,1.5
COc1ccc(C(CC(=O)c2ccc3c(c2)OCO3)C(=O)O)cc1OC (stereo not given),-1.8,4.9,-0.7,-9.3,96.0,-1.1,-10.9,5.0,2.8,4.7
CCNS(=O)(=O)c1ccc(OC)c(C)c1,1.1,-0.7,-0.1,-9.7,100.0,7.0,8.9,6.3,0.1,9.3
Cc1nnc(SCC(=O)c2c(N)n(C)c(=O)n(C)c2=O)[nH]c1=O,0.6,9.8,-1.1,-15.8,86.0,0.6,-4.2,0.3,2.5,-3.1
Cc1nnc(SCC(=O)N2CCN(c3ccccc3)CC2)n1C1CC1,2.3,4.8,-3.2,-5.6,104.0,-0.5,-57.7,0.4,-1.9,-3.5
CC(C)c1nnc(NC(=O)CCS(=O)(=O)c2ccccc2)s1,-7.7,3.3,-1.8,-3.9,92.0,-0.2,-0.4,8.4,0.5,9.9
COCCCN=C1NN=C(c2cc(C)n(Cc3ccco3)c2C)CS1,-2.6,-24.7,-1.6,3.3,101.0,-3.1,-61.7,-7.0,-0.3,-24.6
CC1(C(=O)NCCN2CCOCC2)C=CCN1C(=O)c1ccccc1 (stereo not given),1.9,-1.0,-0.4,-1.4,104.0,-1.6,-27.8,-12.0,3.8,7.3
CCOC(=O)C1=C(N)Oc2ccc3ccccc3c2C1c1cccnc1 (stereo not given),-0.8,-27.3,0.2,-5.4,88.0,4.4,18.2,8.3,6.3,2.9
COc1ccc(C(=O)COc2ccc(F)cc2)c(O)c1,-0.9,-7.8,0.2,-5.5,102.0,3.0,-54.6,-0.5,-0.6,-0.7
CC(=O)c1ccc(NC(=O)C(C)OC(=O)c2cccc(-n3cnnn3)c2)cc1 (stereo not given),2.8,1.7,-1.1,-0.3,99.0,-0.3,-0.5,-2.6,-1.4,3.7
C#Cc1ccccc1OCCCN1CCC(C(O)(c2ccccc2)c2ccccc2)CC1,.,.,.,5.7,95.0,0.0,-9.2,.,-8.4,.
Cc1c(CNCCCc2ccccc2)c(C(=O)O)c(C)n1Cc1ccccc1,-1.0,-2.9,-1.7,5.8,98.0,-2.0,-25.2,4.5,-0.8,1.0
COc1ccc(-n2ccnc(SCC(=O)NC3CCCC3)c2=O)cc1,-2.2,-7.1,-0.2,-7.1,100.0,-11.9,-5.0,3.0,-1.4,-2.8
Cc1noc(NS(=O)(=O)c2ccc(NC(=O)C34CC5CC(C3)CC(n3cnc(Cl)n3)(C5)C4)cc2)c1C,0.6,0.9,-1.6,-2.0,106.0,-1.9,0.0,12.7,-1.3,0.4
O=C(Nc1ccccc1F)c1cc(-c2ccco2)nc2ccccc12,0.5,12.1,-0.9,-3.8,102.0,4.9,-39.7,-1.2,-1.4,8.9
Cn1c(=O)c2cc(NC(=S)NC3CCCCC3)ccc2n1Cc1cccc(C(F)(F)F)c1,-2.3,-16.3,-0.9,-11.1,96.0,6.8,-0.5,.,0.3,1.2
O=S(=O)(N/N=C1\CCCc2ccccc21)c1ccccc1,-2.6,-4.8,0.3,-6.9,88.0,-0.1,-3.9,-3.0,-5.2,11.8
C(C#CCN1CCOCC1)#CCN1CCOCC1,0.0,7.4,0.3,-5.4,102.0,5.5,-2.8,8.3,1.7,-1.4
COC(=O)CNC(=O)CSc1ccccn1,0.3,-2.5,-0.2,-12.8,95.0,7.2,16.2,3.4,4.5,5.9
CCC(=O)NC1(C(F)(F)F)C(=O)Nc2c1c(=O)n(C)c(=O)n2C (stereo not given),1.2,-3.2,-2.6,0.9,102.0,2.5,-28.7,2.4,5.2,0.1
Clc1ccc2c(c1)c1cc(Cl)ccc1n2CN1CCOCC1,-3.3,-1.4,-0.2,6.2,103.0,-5.6,6.3,-7.0,-3.3,-3.6
Cc1ccc(N(C(=O)CS(=O)CC(=O)Nc2ccc(F)cc2)C(C(=O)NC2CCCCC2)c2ccco2)cc1 (stereo not given),0.0,-10.4,-1.5,3.6,98.0,3.1,-9.7,3.8,6.7,3.7
Cc1cc(C(F)F)n2ncc(C(=O)NCCc3ccc(Cl)cc3)c2n1,0.1,-1.2,0.9,1.9,95.0,0.5,-23.9,1.3,-4.7,-8.0
COC(=O)c1cc(COC(=O)CNC(=O)c2cccc(C)c2)oc1C,1.1,2.3,0.0,-8.6,96.0,4.2,-0.5,5.2,6.9,4.2
Cc1cc(-c2nn(-c3ccccc3F)cc2CNCCc2cnccn2)c(C)s1,-1.9,-3.9,-1.4,-7.0,100.0,-0.3,-0.5,2.3,-4.1,13.9
CCc1cc(N2CCOCC2)cc2c1[nH]c1ccccc12,1.4,-3.3,-0.7,2.7,99.0,-7.9,-3.0,-4.6,-1.0,-5.0
Cc1ccc(C)c(NC(=S)NNc2ccc(F)cc2F)c1,-0.1,-3.9,-0.2,-8.4,105.0,16.4,19.6,-4.2,-7.4,6.1
COc1ccccc1NC(=O)Cc1nnc(SCC(=O)NC2CCCC2)n1C,-0.5,0.7,-0.5,-5.9,96.0,-5.9,-9.5,1.8,3.3,2.9
O=C(Nc1ccccc1)/C(=C/c1ccc2c(c1)OCO2)NC(=O)c1ccco1,1.6,-1.1,-1.1,-0.4,98.0,-1.7,-15.9,-8.9,-3.2,14.7
COc1ccc(/C=N/NC(=S)Nc2cc(C(F)(F)F)ccc2Cl)cc1,-0.7,-3.1,24.4*,-1.3,99.0,-0.4,-17.4,.,3.2,-7.9
O=C(NCCN1CCOCC1)c1cc(Sc2cccc(Cl)c2)nc2ccccc12,-2.5,2.9,0.3,-0.5,99.0,4.3,8.5,-7.6,-5.2,5.3
N#CCC(=O)N/N=C/c1cn(Cc2ccc(Cl)c(Cl)c2)c2ccccc12,-12.7,-5.5,20.4*,-4.5,102.0,6.3,1.6,7.9,0.0,-7.7
CC1CCCC(C)N1CCCNC(=O)C(=O)Nc1ccc2nc3n(c(=O)c2c1)CCCCC3 (stereo not given),-3.3,5.0,-1.7,-9.7,105.0,-6.5,-1.8,0.1,3.3,9.7
Cc1ccc(NC(=O)CN2C(=O)NC3(CCCCC3C)C2=O)cc1S(=O)(=O)N1CCCCC1 (stereo not given),8.8,1.5,2.5,-8.7,96.0,-12.9,13.5,-3.2,12.8,7.2

# By substructure, those above with a CF3 group (3)
SMILES,N-glyco inh,Cardio protect,MC4R barr agon,NOD2-RIPK2 inh,ABCB6 inh MLPCN,ABHD5-PLIN5 inh,SRC2 inh,TLR9-MyD88 inh,HTR2A ag,MC4R antagonist
Cn1c(=O)c2cc(NC(=S)NC3CCCCC3)ccc2n1Cc1cccc(C(F)(F)F)c1,-2.3,-16.3,-0.9,-11.1,96.0,6.8,-0.5,.,0.3,1.2
CCC(=O)NC1(C(F)(F)F)C(=O)Nc2c1c(=O)n(C)c(=O)n2C (stereo not given),1.2,-3.2,-2.6,0.9,102.0,2.5,-28.7,2.4,5.2,0.1
COc1ccc(/C=N/NC(=S)Nc2cc(C(F)(F)F)ccc2Cl)cc1,-0.7,-3.1,24.4*,-1.3,99.0,-0.4,-17.4,.,3.2,-7.9

# Further entries follow:
SMILES,N-glyco inh,Cardio protect,MC4R barr agon,NOD2-RIPK2 inh,ABCB6 inh MLPCN,ABHD5-PLIN5 inh,SRC2 inh,TLR9-MyD88 inh,HTR2A ag,MC4R antagonist
Cc1nc([N+](=O)[O-])c(N2CCN(Cc3ccccc3)CC2)n1Cc1ccccc1,-2.3,3.2,1.4,-1.8,92.0,-4.1,12.4,-14.5,3.9,10.8
COCCNC(=O)c1ccc(N(C)S(=O)(=O)c2ccc(OC)c(OC)c2)cc1,3.4,3.5,-0.2,-12.5,97.0,-2.2,-22.0,-4.6,1.1,4.2
COc1cc(C(F)(F)F)ccc1C(=O)NCCc1ccco1,-0.2,-4.1,0.6,-15.0,97.0,3.8,-2.5,-11.1,4.6,1.8
CCc1c(C)sc(NC(=O)C2CC2c2ccccc2)c1C(N)=O (stereo not given),-11.7,-0.6,-0.5,0.9,98.0,-5.8,-5.8,-7.2,3.9,8.0
CCOC(=O)c1sc2nc(CSc3ccccc3)[nH]c(=O)c2c1C,7.0,-9.9,7.1,-0.3,98.0,-4.8,4.8,2.8,0.9,-0.7
O=C(NC1CC1)C1=C[C@H](C2CC2)C[C@H](OCCCCO)O1,2.2,-1.2,0.6,-7.7,100.0,-7.1,-15.8,1.6,0.8,5.6
CCOC(=O)N1CCN(c2nc(-c3cccs3)cc(C(F)(F)F)n2)CC1,1.6,-6.9,-3.0,3.0,98.0,-0.8,-12.1,-0.2,-0.1,3.8
Cc1ccc(C)c(NS(=O)(=O)c2ccc3[nH]c(=O)oc3c2)c1,-1.0,3.7,-0.8,7.0,90.0,1.5,6.8,0.3,2.2,8.6
COc1ccccc1CN1CC(C(=O)NCCc2ncccc2C)CCC1=O (stereo not given),0.4,4.7,-1.3,-6.7,92.0,-1.8,10.2,1.7,8.7,1.5
CCOc1ccc2nc(N/C(N)=N/C(=S)Nc3cccc(OC)c3)nc(C)c2c1,1.8,23.4,-1.4,-0.6,97.0,-13.0,-6.6,3.3,0.0,9.2
N#C/C(=N\Nc1cccc(Cl)c1)C(=O)c1ccccc1,-0.4,-28.1,-0.6,-2.7,91.0,4.6,-13.4,2.9,-1.9,1.8
COc1ccccc1-c1cnc(C(O)c2cc(C)ccc2C)[nH]1 (stereo not given),0.0,-3.6,-1.4,5.5,100.0,-1.4,10.3,.,-1.0,-3.1
Cc1cccc(Sc2c([N+](=O)[O-])ncn2C)c1,20.1,-2.3,-1.2,-0.9,98.0,7.6,25.3,-9.6,2.0,-5.7
C=CCC[C@H](Cc1ccc(F)cc1)C(=O)OC[C@@H](C)NC(=O)[C@H](CC=C)CC(=O)N(CCO)Cc1ccccc1,-1.5,9.2,0.8,6.9,97.0,5.2,-2.5,-4.1,-2.7,8.2

# Compound activity as filed in PubChem.

# Only part of the results is shown; rates above refer to the full screens.
